Screening data deposited in PubChem BioAssay by Sanford-Burnham Center for Chemical Genomics.
MIN6 prolif = induces beta-cell replication in MIN6 cells. MIN6 cells proliferation, ATPlite luminescence, 48 h; cells starved in 0.2% serum; 100% = growth in 10% serum. proliferation, % at 10 µM. AID 2380. 330,000 tested, 0.29% active;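 active = compounds whose signal lies at least 3.5 SD above the mean of all wells on their plate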;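 also: 0% = DMSO-treated cells in low-serum medium and 100% = 10% serum control; some compounds called inactive have numbers as strong as hits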
hIAP block = human IAP inhibition. P09923. purified IAP, CDP-Star luminescence, 30 min. inhibition, % at 10 µM. 330,000 tested, 0.12% active;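 active = inhibition reaching a set limit with compound at 10 µM in the primary screen, cut at about 35% in these data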;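 also: plate controls were DMSO wells with enzyme for no effect and no-enzyme buffer wells for full effect; values of inactives mirror those of a sister screen read the other way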
APOBEC3G inh = APOBEC3G (human) deaminase inhibition. Q9HC16. recombinant A3G, ssDNA deamination FAM/TAMRA fluorescence. inhibition, % at 20 µM. 330,000 tested, 0.28% active. AID 493012;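 active = inhibition of at least 40% at 20 µM, with no more than 30% in the related APOBEC3A deaminase screen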;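 also: plate controls were DMSO wells with A3G for no effect and wells lacking A3G enzyme for full effect; some compounds called inactive have numbers as strong as hits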
Target sequence (Q9HC16 whole entry, looked up): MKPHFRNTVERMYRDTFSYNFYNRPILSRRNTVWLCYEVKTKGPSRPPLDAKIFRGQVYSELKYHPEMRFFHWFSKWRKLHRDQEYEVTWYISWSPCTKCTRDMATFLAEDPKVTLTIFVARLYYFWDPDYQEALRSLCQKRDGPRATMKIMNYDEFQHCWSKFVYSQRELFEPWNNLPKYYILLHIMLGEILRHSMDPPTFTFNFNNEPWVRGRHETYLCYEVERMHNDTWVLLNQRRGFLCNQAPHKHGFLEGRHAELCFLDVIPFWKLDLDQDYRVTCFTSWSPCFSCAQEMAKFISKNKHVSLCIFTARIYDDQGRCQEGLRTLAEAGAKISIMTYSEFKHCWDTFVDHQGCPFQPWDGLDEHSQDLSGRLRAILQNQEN
hIAP act = increases human intestinal alkaline phosphatase activity. P09923. purified human IAP, CDP-Star luminescence, 30 min; hits give high values; 1 = vehicle-only enzyme, 0 = enzyme-free background. activation factor at 10 µM. 330,000 tested, 0.16% active;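 active = activation factor of the enzyme at least 2-fold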; also: the source names both 10 and 20 µM as test concentration; values of inactives mirror those of a sister screen read the other way
mIAP block = blocks mouse intestinal alkaline phosphatase; inhibition, % at 10 µM; 330,000 tested, 0.2% active; purified mouse IAP, CDP-Star luminescence, 30 min;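 active = inhibition of at least 40% at 10 µM in the primary screen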;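 also: plate controls were DMSO with enzyme for no effect and no enzyme wells for full effect; values of inactives mirror those of a sister screen read the other way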
APOBEC3A inh = blocks human APOBEC3A ssDNA deamination; 330,000 tested, 0.41% active; inhibition, % at 20 µM; P31941; recombinant A3A, FAM/TAMRA ssDNA deamination fluorescence;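 active = at least 40% inhibition at 20 µM here, with at most 30% in a related deaminase screen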;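 also: plate controls were A3A with DMSO for no effect and wells lacking A3A enzyme for full effect; some results filed as inactive read as strong as hits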
Target sequence (P31941 whole entry, looked up): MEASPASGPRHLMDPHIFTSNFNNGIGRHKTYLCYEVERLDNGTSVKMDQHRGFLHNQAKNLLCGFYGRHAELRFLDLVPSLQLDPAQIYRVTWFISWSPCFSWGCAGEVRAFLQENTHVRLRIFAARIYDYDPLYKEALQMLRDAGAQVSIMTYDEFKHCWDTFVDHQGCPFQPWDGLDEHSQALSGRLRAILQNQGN
mIAP act = mouse IAP activation; muIAP, CDP-Star luminescence, 30 min; hits give high values; 1 = vehicle-only enzyme signal, 0 = enzyme-free wells; 330,000 tested, 0.24% active; activation factor at 10 µM;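 active = activation factor of at least 2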; also: the source names both 10 and 20 µM as test concentration; values of inactives mirror those of a sister screen read the other way
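System: Mouse IAP enzyme | Also added: CDP-Star substrate | Dosing: Compounds dispensed in DMSO | Schedule: 30 min enzyme-substrate-compound incubation at room temperature | Technique: Chemiluminescence readout | Control set: DMSO-only wells and no-enzyme negative control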
NALP3 yeast inh = blocks the NALP3 inflammasome reconstituted in yeast. Yeast reconstituted NLRP3/ASC/caspase-1, beta-gal luminescence, 24 h. AID 2825. 330,000 tested, 0.39% active. inhibition, % at 10 µM;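 active = inhibition of 50% or more; inactive = inhibition below 50%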;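 also: plate controls were induced DMSO wells for no effect and uninduced yeast grown without galactose for full effect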
SENP1 inh = SENP1 (human) catalytic domain inhibition. inhibition, % at 10 µM. recombinant SENP1 catalytic domain, CyPet-SUMO1-YPet FRET cleavage. 360,000 tested, 0.21% active. Q9P0U3;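 active = inhibition at least 30% at 10 µM, raw YFP signal under a set limit, fluorescence ratio 0.5 to 1.5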;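 also: 0% = enzyme with DMSO and 100% = no enzyme wells; some results filed as inactive read as strong as hits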
Target sequence (Q9P0U3 419-644 limits assumed): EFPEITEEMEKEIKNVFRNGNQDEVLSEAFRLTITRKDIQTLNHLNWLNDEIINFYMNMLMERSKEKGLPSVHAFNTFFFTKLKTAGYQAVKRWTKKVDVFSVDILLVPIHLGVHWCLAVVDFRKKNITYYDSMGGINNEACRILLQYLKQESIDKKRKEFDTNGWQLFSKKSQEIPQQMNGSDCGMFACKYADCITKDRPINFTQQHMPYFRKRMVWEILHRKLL
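Test system: recombinant human SENP1 catalytic domain, His6-tagged / Medium: pH 8 Tris buffer with EDTA, NaCl, BME, BSA, NP40, catalase / Also added: SUMO1 FRET substrate flanked by Cypet and Ypet, 25 nM / Times: 50 min reaction at room temperature / Signal: FRET, CFP and YFP emission / Control set: no-enzyme low control and enzyme-plus-DMSO high control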
Active calls of the source: *. A portion of the library; the hit share may differ from the screen's.

SMILES | MIN6 prolif | hIAP block | APOBEC3G inh | hIAP act | mIAP block | APOBEC3A inh | mIAP act | NALP3 yeast inh | SENP1 inh
O=C(COC(=O)c1cc(-c2cccs2)nn1-c1ccccc1)Nc1ccc(F)c([N+](=O)[O-])c1 | -3 | -24 | -6 | 1.2 | 18 | -3 | 0.82 | -1 | 3
COc1ccc(-n2nc(C(=O)NCC(=O)NCC3CCCO3)c3ccccc3c2=O)cc1 (stereo not given) | 4 | -22 | -2 | 1.2 | 11 | 2 | 0.89 | 15 | 2
O=C(CN1C(=O)NC2(CCCc3ccccc32)C1=O)Nc1cc(F)ccc1F (stereo not given) | -1 | 0 | -6 | 1 | -3 | 2 | 1 | 10 | -5
COc1ccc(-c2nc(CSCC(=O)NCc3ccc4c(c3)OCO4)c(C)o2)cc1OC | 10 | 9 | 2 | 0.91 | 3 | 2 | 0.97 | 23 | 1
Cc1csc(NC(=O)CCS(=O)(=O)c2ccc(Br)cc2)n1 | 1 | -11 | -3 | 1.1 | 3 | 1 | 0.97 | -2 | -2
O=C(c1cc2ccccc2oc1=O)N(Cc1ccccc1F)C1CCS(=O)(=O)C1 (stereo not given) | -1 | -10 | 0 | 1.1 | 2 | -6 | 0.98 | 14 | -4
Cc1ccc2cc(C3CC(c4ccco4)=NN3S(C)(=O)=O)c(Cl)nc2c1 (stereo not given) | -3 | 14 | -1 | 0.86 | -3 | -3 | 1 | -4 | -5
Cc1ccc(C(=O)N(CCc2ccccc2)Cc2ccccc2)cc1S(=O)(=O)N1CCCCC1 | -5 | 13 | 0 | 0.87 | 2 | -2 | 0.98 | 13 | -1
COc1ccc(N(Cc2ccccc2)S(=O)(=O)c2cc(C(=O)O)ccc2Cl)cc1 | -2 | 2 | -8 | 0.98 | 5 | -1 | 0.95 | 0 | 0
COc1cccc(NC(=O)CCSc2ccc3ccccc3n2)c1 | 0 | 7 | 7 | 0.93 | -5 | 6 | 1 | 31 | -1
O=C1CCc2cc(S(=O)(=O)NCc3ccccc3)cc3c2N1CC3 | -4 | 9 | -7 | 0.91 | 4 | 0 | 0.96 | 9 | -3
O=S(=O)(Nc1nc2c(s1)CCCC2)c1ccc(Br)cc1 | 1 | 11 | -5 | 0.89 | 3 | -1 | 0.97 | 11 | 2
CC1(CCBr)C(=O)N(c2ccccc2)c2ccccc21 (stereo not given) | -1 | -19 | -3 | 1.2 | -4 | -3 | 1 | -7 | 2
COC(=O)C1=C(C)N(CCc2ccc(OC)c(OC)c2)C(=O)/C1=C\c1ccc(O)cc1 | -1 | 19 | -3 | 0.81 | 12 | -1 | 0.88 | 15 | 0
NC(=O)c1ccc(OCC(=O)N2CCNC2=O)cc1 | -2 | 15 | -6 | 0.85 | -6 | -2 | 1.1 | 11 | 0
Cc1ccc(S(=O)(=O)N(C)C)cc1NC(=O)COC(=O)C1=COCCO1 | -2 | 7 | -4 | 0.93 | -2 | -4 | 1 | 8 | -1
NNC(=O)/C(=C\c1ccco1)NC(=O)c1ccco1 | -2 | 9 | -6 | 0.91 | 1 | -2 | 0.99 | 7 | 3
Cc1ccc(C(=O)COc2nc(C)nc3ccccc23)cc1 | 0 | -5 | -3 | 1.1 | 0 | 2 | 1 | 30 | 1
COc1cc(NC(=O)C2COc3ccccc3O2)c(OC)cc1Cl (stereo not given) | 1 | 6 | -6 | 0.94 | -5 | -5 | 1.1 | 16 | 2
CCC(=O)N/N=C(\C)CC(=O)Nc1ccc2c(c1)OCCO2 | -4 | 0 | 0 | 1 | 2 | 2 | 0.98 | 10 | 4
CC(=O)Nc1ccc(S(=O)(=O)NCC(=O)OCC(=O)NCc2ccco2)cc1 | 6 | -8 | -7 | 1.1 | -3 | 3 | 1 | 14 | -2
O=C1CCC(C(=O)N2CCN(c3ccc(F)cc3)CC2)CN1CC1CCCCC1 (stereo not given) | 0 | -5 | -4 | 1 | 6 | -1 | 0.94 | 19 | 5
NC(N)=NCCCc1cn(CC(=O)N2CCNCC2)nn1 | -2 | 3 | 47 | 0.97 | -10 | 71 | 1.1 | 19 | 1
CC(C)(C)NC(=O)C12CC3CC(CC(Cl)(C3)C1)C2 | 8.0* | -4 | -5 | 1 | 5 | -4 | 0.95 | 16 | 1
C(=N\Nc1ccccc1)/c1ccc(N2CCOCC2)cc1 | 0 | 0 | 18 | 1 | 4 | 0 | 0.96 | 19 | -28
CCOc1ccc(Cc2c(Cl)nc(N)nc2Cl)cc1 | 1 | 0 | -1 | 1 | 5 | 0 | 0.95 | 0 | -5
CN1CCN(CCCNC(=O)CCc2nnc3n(Cc4ccccc4Cl)c(=O)c4ccccc4n23)CC1 | 0 | -26 | -4 | 1.3 | -5 | -6 | 1.1 | 0 | -1
CN(CCN1CCOCC1)C(=O)CC1C(=O)NCCN1Cc1ccccc1C(F)(F)F (stereo not given) | 0 | -18 | 3 | 1.2 | 4 | 0 | 0.96 | 17 | 0
CCOc1cnn(-c2ccccc2)c(=O)c1Cl | -7 | 9 | -8 | 0.91 | -4 | -2 | 1 | 19 | 1
Cc1ccccc1-c1nnn(C/C(N)=N/O)n1 | -2 | -2 | -4 | 1 | 1 | 2 | 0.99 | 12 | 1
Cc1ccc(-c2nnn(CC(=O)N(Cc3cccs3)C(C(=O)NC(C)(C)C)c3ccc(C)o3)n2)o1 (stereo not given) | -4 | 4 | -6 | 0.96 | -27 | -2 | 1.3 | -8 | -2
COc1ccccc1NS(=O)(=O)c1cccc(C(=O)NNC(=O)c2ccc(O)c(Cl)c2)c1 | 0 | 9 | -7 | 0.91 | 14 | -3 | 0.86 | 21 | 0
COC(=O)c1ccc(NC(=S)N(Cc2cccnc2)Cc2ccco2)cc1 | 2 | -2 | 5 | 1 | 7 | -3 | 0.93 | 3 | -1
Cc1cc(N2CCOCC2)nc(C(C)C)n1 | 2 | 1 | -3 | 0.99 | 2 | 1 | 0.97 | -4 | 2
Cc1cc(Nc2ccc(N3CCC(C)CC3)cc2)n2ncnc2n1 | -2 | -2 | -2 | 1 | -8 | -3 | 1.1 | 14 | 1
COC(=O)c1cc(NC(=O)c2c(F)c(F)c(F)c(F)c2F)cc(C(=O)OC)c1 | -6 | 4 | -11 | 0.96 | 7 | -5 | 0.93 | 6 | 0
Cc1ccc(NC(=O)CCNC(=O)Nc2ccccc2)cc1S(=O)(=O)N(C)C | -4 | -2 | -2 | 1 | -12 | 3 | 1.1 | 8 | -1
O=C(O)C1CCCCC1C(=O)NCc1cn2ccccc2n1 (stereo not given) | -4 | -27 | -15 | 1.3 | -8 | -9 | 1.1 | 7 | -7
CON(C)c1nc(OCCNC(=O)OCc2ccc(Cl)cc2Cl)nc(N(C)C)n1 | -2 | -4 | -5 | 1 | -5 | -1 | 1 | 9 | 1
Nc1c(C(=O)Nc2ccc(S(=O)(=O)N3CCCC3)cc2)sc2nc3ccc(OC(F)(F)F)cc3cc12 | -3 | -17 | -9 | 1.2 | 10 | -6 | 0.9 | -4 | 3

Record cards (already shown). Order of values: MIN6 prolif | hIAP block | APOBEC3G inh | hIAP act | mIAP block | APOBEC3A inh | mIAP act | NALP3 yeast inh | SENP1 inh
C(=N\Nc1ccccc1)/c1ccc(N2CCOCC2)cc1 across the screens: 0 | 0 | 18 | 1 | 4 | 0 | 0.96 | 19 | -28
O=C(O)C1CCCCC1C(=O)NCc1cn2ccccc2n1 (stereo not given) across the screens: -4 | -27 | -15 | 1.3 | -8 | -9 | 1.1 | 7 | -7
Cc1cc(Nc2ccc(N3CCC(C)CC3)cc2)n2ncnc2n1 across the screens: -2 | -2 | -2 | 1 | -8 | -3 | 1.1 | 14 | 1
CC(C)(C)NC(=O)C12CC3CC(CC(Cl)(C3)C1)C2 across the screens: 8.0* | -4 | -5 | 1 | 5 | -4 | 0.95 | 16 | 1
CN1CCN(CCCNC(=O)CCc2nnc3n(Cc4ccccc4Cl)c(=O)c4ccccc4n23)CC1 across the screens: 0 | -26 | -4 | 1.3 | -5 | -6 | 1.1 | 0 | -1

Structures shown so far that have a COOH group, in the order listed:
SMILES | MIN6 prolif | hIAP block | APOBEC3G inh | hIAP act | mIAP block | APOBEC3A inh | mIAP act | NALP3 yeast inh | SENP1 inh
COc1ccc(N(Cc2ccccc2)S(=O)(=O)c2cc(C(=O)O)ccc2Cl)cc1 | -2 | 2 | -8 | 0.98 | 5 | -1 | 0.95 | 0 | 0
O=C(O)C1CCCCC1C(=O)NCc1cn2ccccc2n1 (stereo not given) | -4 | -27 | -15 | 1.3 | -8 | -9 | 1.1 | 7 | -7

Continuation:
SMILES | MIN6 prolif | hIAP block | APOBEC3G inh | hIAP act | mIAP block | APOBEC3A inh | mIAP act | NALP3 yeast inh | SENP1 inh
CSCC[C@H](NC(=O)COc1ccc(Cl)cc1)c1nc2ccccc2[nH]1 | 2 | 15 | -6 | 0.85 | 0 | -3 | 1 | 8 | -2
Cc1cc2nc(C)n3c4ccccc4nc3n2n1 | -3 | 3 | 0 | 0.97 | 3 | 3 | 0.97 | 16 | 3
COc1ccc(NC(=O)CN2C(=O)NC3(CCCC3)C2=O)cc1S(=O)(=O)N1CCCCC1 | 1 | 2 | -9 | 0.98 | -1 | -2 | 1 | -2 | -1
CN(C)/C=N/C(=S)Nc1ccccc1 | -2 | 14 | -3 | 0.86 | -1 | 1 | 1 | 10 | 2
C=CCSC1=N/C(=C\c2sccc2C)C(=O)S1 | -4 | 11 | -3 | 0.89 | 19 | -2 | 0.81 | 5 | -57
CC1CCCN(C(=O)c2ccc(S(=O)(=O)Nc3ccccc3Cl)cc2)C1 (stereo not given) | -2 | -8 | -8 | 1.1 | 1 | -2 | 0.99 | -13 | 1
COc1cccc(CN(C(=O)c2ccco2)C2CCS(=O)(=O)C2)c1 (stereo not given) | -2 | 8 | -8 | 0.92 | -5 | -8 | 1 | 14 | 2
OC(Cn1ccnc1)c1ccc(Cl)cc1Cl (stereo not given) | 0 | -9 | -6 | 1.1 | -4 | 1 | 1 | -1 | 0
CC(C)C(NC(=O)COc1ccc2ccccc2c1)C(=O)N/N=C/C=C/c1ccccc1 (stereo not given) | -3 | -11 | 16 | 1.1 | -3 | 41* | 1 | 0 | 1
Cc1cccc(NC(=O)CCc2nc3sc4c(c3c(=O)[nH]2)CCCC4)c1 | -2 | 2 | 7 | 0.98 | -4 | 0 | 1 | 19 | -1
CC(=O)N1CCCc2cc(S(=O)(=O)N3CCCC3)ccc21 | 0 | -4 | -6 | 1 | 10 | -3 | 0.9 | 13 | 3
COc1ccc(CNC(=O)c2cc3c(=O)[nH]c4ccccc4c3n2C)cc1 | -1 | 2 | -4 | 0.98 | -6 | -3 | 1.1 | 16 | -1
C=CCn1cc(C(=O)N2CCN(C)CC2)c(=O)c2cc(S(=O)(=O)N(CC)CC)ccc21 | 3 | 10 | -7 | 0.9 | 0 | -5 | 1 | 5 | -2
O=C(N=Nc1c(O)[nH]c2ccccc12)c1ccc(CN2CCOCC2)cc1 | 0 | 12 | -4 | 0.88 | -4 | 3 | 1 | 6 | 3
